Assay outcomes (PubChem)
T cell modulator: T cell immune modulation candidate; 330,000 tested, 0.068% active; calls only at 7 µM; 2C CD8+ T cell-vesicle binding, flow cytometry; active compounds read low; AID 2052;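 active = response, share of CD8 T cells binding vesicles, and their 90th percentile fluorescence all below set limits, cut at about 80% in these data, passing the limit was not always enough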
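Incubation: binding step 1.5 h, 37 °C, antibody labelling 20 min, ice; system: murine 2C transgenic CD8+ T lymphocytes; technique: cytometric PE anti-B7-1 and Alexa647 anti-CD8 signals after 1% paraformaldehyde fixation; also added: QL9-charged Drosophila Ld/ICAM-1/B7-1 vesicles; control set: naked versus QL9-loaded vesicles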
GPR35 antagonists: GPR35 antagonists blocking zaprinast-driven arrestin recruitment, primary screen, imaging, U2OS, beta-arrestin-GFP, zaprinast agonist (AID 2058). U2OS GPR35 beta-arrestin-GFP translocation imaging, zaprinast antagonism; higher % means a stronger effect. inhibition, % at 10 µM; hits with a dose series show IC50 in µM. 290,000 tested, 0.052% active;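 active = inhibition of at least 50% with at least 30 cells and total cytoplasm GFP at most 10,000,000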
LYP inhibition: PTPN22 lymphoid phosphatase activity blockers – biochemical, fluorescence intensity, uHTS (AID 1779). inhibition, % at 11.5 µM, or IC50 in µM where a hit was titrated. recombinant LYP phosphatase, fluorescence intensity; higher % means a stronger effect. 290,000 tested, 0.054% active; in the data active = inhibition above about 50%;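 also: plate controls were vehicle with enzyme for no effect and no enzyme for full effect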
Rac1 GTP hydrolysis: MgcRacGAP GTPase-activating activity inhibitors, confirmation, biochemical, ADP Hunter fluorescence. inhibition, % at 30 µM; hits with a dose series show IC50 in µM. MgcRacGAP-stimulated Rac1 GTP hydrolysis, ADP Hunter fluorescence; higher % means a stronger effect; GST-tagged Rac1 F28L mutant substrate. 340,000 tested, 0.6% active;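 active = first-screen hits whose inhibition reached a set limit at any dose in the follow-up dose series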;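 also: fluorescence reports GDP produced by GAP-driven GTP hydrolysis; strong numbers were not always called active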
SV40 large T antigen: TAg ATPase/helicase activity blockers – biochemical (AID 1903); SV40 large T antigen ATPase/helicase inhibition assay; higher % means a stronger effect; inhibition, % at 20 µM, or IC50 in µM where a hit was titrated; 310,000 tested, 0.39% active; in the data active = a potency from the dose series; also: strong numbers were not always called active
NTR1 ag: NTR1-driven beta-arrestin-GFP spot formation – imaging, U2OS cells, high content, primary screen (AID 493036) | 330,000 tested, 0.17% active | activation, % at 20 µM | agonist mode;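 active = activation at or above 40% of the spot to cytoplasm intensity ratio, with at least 20 cells analyzed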;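 also: 0% = DMSO without peptide and 100% = 100 nM NTR1 peptide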
Target sequence (P30989 whole entry, looked up): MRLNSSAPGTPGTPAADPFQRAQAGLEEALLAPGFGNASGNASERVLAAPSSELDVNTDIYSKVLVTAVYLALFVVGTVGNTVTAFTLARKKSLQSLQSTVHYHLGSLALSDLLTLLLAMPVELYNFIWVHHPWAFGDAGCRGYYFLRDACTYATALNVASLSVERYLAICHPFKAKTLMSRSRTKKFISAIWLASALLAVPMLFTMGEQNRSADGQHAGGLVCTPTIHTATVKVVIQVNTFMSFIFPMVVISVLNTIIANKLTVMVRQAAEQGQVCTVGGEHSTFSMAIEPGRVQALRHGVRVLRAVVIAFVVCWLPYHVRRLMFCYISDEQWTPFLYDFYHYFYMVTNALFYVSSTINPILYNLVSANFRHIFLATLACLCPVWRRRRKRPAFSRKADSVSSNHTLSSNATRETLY
Hep lipid drop: modulators of hepatic lipid droplet formation; AML12 mouse hepatocytes, oleate lipid droplets, BODIPY imaging; inhibition, % at 6.5 µM; 240,000 tested, 0.4% active; AID 1656;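 active = lipid droplet intensity inhibited by at least 50%, with more than 500 cells counted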
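Material – AML12 mouse liver cells · Also added – oleate loading, 100 µM · Compound dosing – 6.5 µM single-point dosing · Times – overnight treatment with compound plus oleate · Measured by – fluorescence imaging, 20x objective, two fields per well · Read-out – percent inhibition of filter-corrected integrated lipid droplet intensity per well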
GPR55 beta-arrestin: GPR55 agonists via beta-arrestin recruitment, primary screen, imaging, U2OS cells, beta-arrestin-GFP redistribution (AID 1961) | activation, % at 10 µM, or EC50 in µM where a hit was titrated | U2OS GPR55 beta-arrestin-GFP redistribution imaging; higher % means a stronger effect | 290,000 tested, 0.048% active;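 active = activation above 40% with more than 50 cells counted in the well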;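 also: U2OS osteosarcoma cells stably expressing GPR55 and beta-arrestin-GFP; plate controls were DMSO negative control for no effect and LPI positive control for full effect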
GPR55 LPI antagonism: GPR55 antagonists blocking LPI-driven arrestin recruitment, primary screen, imaging, U2OS, beta-arrestin-GFP, LPI agonist (AID 2013). U2OS GPR55 beta-arrestin-GFP translocation imaging, LPI antagonism; higher % means a stronger effect. one-dose inhibition, % at 10 µM; IC50 in µM for titrated hits. 290,000 tested, 0.13% active;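 active = spots per cell inhibited over 60%, with over 100 cells counted and total cytoplasm intensity under 500,000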;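 also: U2OS cells stably carrying GPR55 and arrestin-GFP stimulated by 5 µM LPI near EC80; imaged beta-arrestin-GFP aggregate spots per cell after agonist stimulation; plate controls were LPI-stimulated DMSO wells for no effect and DMSO wells without LPI for full effect; some results filed as inactive read as strong as hits; confirmed hits need IC50 under 10 µM and bright autofluorescent wells are also inconclusive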
Hep lipid drop cells 6.5 µM: also measured in Hep lipid drop; calls as there; cell count; measured here: cell count, cytotoxicity flag;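 cells counted across two imaged fields per well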
T cell modulator vesicle-bound %: second read-out of T cell modulator, no call of its own (marks repeat the call); double positive events, %; measured here: CD8+ vesicle-bound cell fraction;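 binding gate set so that unloaded-vesicle control wells show 10% double positive cells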
NTR1 ag cell count 20 µM: recorded beside NTR1 ag, whose call it bears; cell count; measured here: cell count, cytotoxicity flag
* marks the source's active call; other numbers are inactive results; i = inactive; nt = no result given.

SMILES	T cell modulator	T cell modulator vesicle-bound %	GPR35 antagonists	LYP inhibition	Rac1 GTP hydrolysis	SV40 large T antigen	NTR1 ag	NTR1 ag cell count 20 µM	Hep lipid drop	Hep lipid drop cells 6.5 µM	GPR55 beta-arrestin	GPR55 LPI antagonism
Cn1c(N2CCOCC2)nc(-c2ccccc2)c1-c1ccccc1	i	6	0%	-8%	18%	21%	4.4	54	nt	nt	-0.1%	-8%
C/C(=N/NC(=O)CNC(=O)c1ccco1)c1ccco1	i	9	-11%	-8%	8%	6%	1.2	58	-1	760	0.5%	0%
Cc1ccc(OCCN(C)C)c([N+](=O)[O-])c1	i	38	0%	-6%	14%	2%	-0.9	46	1	704	-0.2%	9%
O=C(CC1C(=O)NCCN1Cc1ccc(-c2ccccc2)cc1)NCc1ccncc1 (stereo not given)	i	39	5%	-6%	6%	10%	1.4	92	-8	679	-0.1%	0%
Cc1ccccc1CNS(=O)(=O)c1ccc2c(c1)OCCO2	i	14	8%	-5%	-1%	-1%	-0.3	62	-12	714	0.1%	11%
S=C(NCc1ccncc1)Nc1ccc(Br)cc1	i	51	4%	-8%	2%	4%	-0.7	68	4	820	-0.4%	-9%
Cc1ccc(NC(=O)Cc2noc3ccccc23)cc1	i	45	-12%	-4%	13%	2%	-1.0	81	-5	713	0.3%	9%
COC(=O)c1sccc1NC(=O)CSc1cccc(Cl)c1Cl	i	59	12%	-2%	4%	15%	6.0	56	nt	nt	-0.1%	3%
CC(=O)Oc1ccc(C(=O)Nc2cccc(C(=O)c3cccc(NC(=O)c4ccc(OC(C)=O)cc4)c3)c2)cc1	i	8	3%	-8%	5%	2%	2.7	53	27	591	-0.1%	8%
CCc1ccccc1NC(=O)c1sc2nc(C)cc(C)c2c1N	i	61	-12%	-5%	2%	25%	0.4	50	-4	808	0.3%	5%
CCC1=NN(C(=O)c2ccc(C)cc2)C(O)(c2ccc(Br)cc2)C1 (stereo not given)	i	6	-24%	-6%	-4%	13%	1.8	69	-1	607	-0.2%	-16%
CCOc1ccc(NS(=O)(=O)c2cc(NC(=O)CCC(=O)c3cccs3)ccc2Cl)cc1	i	40	-13%	2%	-1%	1%	1.0	80	-25	657	0.2%	1%
N#CCC(=O)NNC(=S)Nc1ccccc1C(F)(F)F	i	41	9%	-11%	4%	25%	0.2	43	0	684	0.5%	1%
CCOc1ccc2nc(/N=C/c3nc(-c4ccccc4)oc3O)sc2c1	i	47	0%	2%	3%	11%	1.1	63	0	684	-0.3%	-4%
CC(=O)c1ccc(NC(=O)NNS(=O)(=O)c2ccc([N+](=O)[O-])cc2)cc1	i	69	-6%	-8%	2%	4%	2.0	39	-3	838	-0.1%	2%
COc1ccc(NC(=S)NCCCN2CCN(C3CCCCC3)CC2)cc1	i	45	-6%	-9%	-3%	8%	-1.3	57	29	653	-0.6%	0%
Cc1ccc(C(=O)O/N=C/c2ccc3c(c2)OCO3)cc1	i	47	-5%	1%	6%	0%	-0.2	53	1	658	-0.4%	3%
COc1ccc([N+](=O)[O-])cc1/C=N/NC(=O)/C(=C\c1cccs1)NC(=O)c1ccccc1	i	20	-13%	11%	7%	15%	1.6	100	nt	nt	0.0%	14%
Cc1cc(-c2n[nH]c(=S)n2-c2ccccc2C)cs1	i	36	6%	33%	9%	9%	0.7	47	0	756	-0.3%	8%
Cc1cccc(N(C)S(=O)(=O)c2cc3c(cc2C)n(C)c(=O)c(=O)n3C)c1	i	43	63%	-2%	2%	nt	5.2	57	-17	767	-0.3%	-3%

Nothing new here: an excerpt of the list.
SMILES	T cell modulator	T cell modulator vesicle-bound %	GPR35 antagonists	LYP inhibition	Rac1 GTP hydrolysis	SV40 large T antigen	NTR1 ag	NTR1 ag cell count 20 µM	Hep lipid drop	Hep lipid drop cells 6.5 µM	GPR55 beta-arrestin	GPR55 LPI antagonism
Cn1c(N2CCOCC2)nc(-c2ccccc2)c1-c1ccccc1	i	6	0%	-8%	18%	21%	4.4	54	nt	nt	-0.1%	-8%
C/C(=N/NC(=O)CNC(=O)c1ccco1)c1ccco1	i	9	-11%	-8%	8%	6%	1.2	58	-1	760	0.5%	0%
Cc1ccc(OCCN(C)C)c([N+](=O)[O-])c1	i	38	0%	-6%	14%	2%	-0.9	46	1	704	-0.2%	9%
O=C(CC1C(=O)NCCN1Cc1ccc(-c2ccccc2)cc1)NCc1ccncc1 (stereo not given)	i	39	5%	-6%	6%	10%	1.4	92	-8	679	-0.1%	0%
Cc1ccccc1CNS(=O)(=O)c1ccc2c(c1)OCCO2	i	14	8%	-5%	-1%	-1%	-0.3	62	-12	714	0.1%	11%
S=C(NCc1ccncc1)Nc1ccc(Br)cc1	i	51	4%	-8%	2%	4%	-0.7	68	4	820	-0.4%	-9%

(list continues)
SMILES	T cell modulator	T cell modulator vesicle-bound %	GPR35 antagonists	LYP inhibition	Rac1 GTP hydrolysis	SV40 large T antigen	NTR1 ag	NTR1 ag cell count 20 µM	Hep lipid drop	Hep lipid drop cells 6.5 µM	GPR55 beta-arrestin	GPR55 LPI antagonism
O=C(NCc1ccc2c(c1)OCO2)C1CCCN(S(=O)(=O)c2cccc3cccnc23)C1 (stereo not given)	i	56	14%	-5%	8%	-1%	-4.1	57	-15	673	-0.3%	5%
CCOC(=O)c1c(-c2ccc(F)cc2)cn2ccccc12	i	56	9%	-13%	-2%	2%	1.9	71	nt	nt	-0.1%	26%
CCOc1ccccc1NC(=O)CCc1nnc2ccc(N3CCC(C)CC3)nn12	i	23	-6%	-5%	2%	5%	6.3	63	6	725	-0.1%	8%
COc1ccc(OC)c(S(=O)(=O)Nc2cccc(C(C)=O)c2)c1	i	35	13%	-3%	7%	18%	0.3	52	-1	748	-0.2%	14%
CCOC(=O)/C=c1\s/c(=C\c2ccccc2C)c(=O)n1CC(=O)NCc1ccc2c(c1)OCO2	i	31	7%	9%	5%	7%	11	60	-2	592	0.7%	6%
O=C(N/C=N/OCc1ccc(Cl)cc1Cl)NOCc1ncc(C(F)(F)F)cc1Cl	i	46	6%	8%	4%	3%	41*	39*	-9	803	-0.2%	-5%
O=C(Nc1ncc(S(=O)(=O)c2ccc([N+](=O)[O-])cc2)s1)c1ccc2ccccc2c1	i	10	-12%	-7%	5%	10%	3.7	69	-2	565	-0.3%	7%
Cc1cccc(N(CC(=O)Nc2ccc(F)cc2)S(C)(=O)=O)c1	i	41	13%	-1%	7%	1%	2.3	50	-3	762	-0.1%	-3%
C=CCSc1nc(Oc2ccccc2)c2sccc2n1	i	55	-9%	3%	5%	23%	5.8	50	nt	nt	-0.1%	0%
CCOc1ccc2[nH]c(=O)c(CN(Cc3ccc(C)cc3)C(=O)N3CCCC3)cc2c1	i	30	18%	2%	8%	5%	0.6	86	nt	nt	0.3%	-1%
Cc1ccccc1Cn1ccc(-c2ccc(Cl)cc2)c(C#N)c1=O	i	50	-8%	-8%	7%	9%	-1.4	105	-42	667	0.2%	12%
O=C(NCc1cccnc1)c1cccnc1Sc1ccc(Cl)cc1	i	59	3%	4%	5%	-1%	-0.2	76	nt	nt	-0.2%	-12%
COc1cc(C(=O)NCc2nnc(SCC(=O)N3CCCCC3)o2)cc(OC)c1OC	i	45	-21%	-4%	7%	10%	0.6	70	-1	738	-0.1%	-1%
CC(C)(C)C1CCc2c(sc(NC(=O)c3ccncc3)c2C(N)=O)C1 (stereo not given)	i	7	-5%	0%	3%	16%	27	65	1	661	-0.3%	-5%
CCOC(=O)C1=C(N2CCCCC2)c2cc3c(n2C1=O)CCCC3	i	28	1%	-6%	5%	4%	0.8	57	nt	nt	-0.2%	21%
CCOC(=O)c1sc(-c2ccc(C(F)(F)F)cc2)nc1O	i	22	-5%	-8%	2%	2%	0.1	53	2	699	0.0%	3%
CCOC(=O)c1nn(-c2ccc(Cl)cc2)c(=O)c(C#N)c1C	i	50	1%	-4%	5%	6%	0.4	67	4	788	1.3%	-20%
COc1ccc(OC)c(C(Nc2ccccc2)P(=O)(OC(C)C)OC(C)C)c1 (stereo not given)	i	38	0%	-7%	nt	6%	1.3	50	2	722	-0.1%	-2%
COCCn1c(=O)[nH]c2cc(C(=O)Nc3cc(C)cc(C)c3)ccc2c1=O	i	13	-4%	-6%	5%	8%	-0.6	48	1	762	-0.1%	15%
CC1=C(C#N)C(c2cn(-c3ccccc3)nc2-c2cccs2)C(C#N)=C(C)N1	i	49	11%	-2%	3%	15%	3.0	62	nt	nt	0.6%	5%
